# Rtt109 Vps75 – blocks Candida albicans Rtt109/Vps75 acetyltransferase activity; inhibition, % at 34.9 µM; purified Rtt109/Vps75, ThioGlo CoA-SH fluorescence, 4 h; Q5AAJ8; 0.16% of 330,000 active;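 active = inhibition of at least 50% in every replicate; inconclusive = best replicate reaches 50% inhibition but some replicates fall short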
# Target sequence (Q5AAJ8 whole entry, looked up): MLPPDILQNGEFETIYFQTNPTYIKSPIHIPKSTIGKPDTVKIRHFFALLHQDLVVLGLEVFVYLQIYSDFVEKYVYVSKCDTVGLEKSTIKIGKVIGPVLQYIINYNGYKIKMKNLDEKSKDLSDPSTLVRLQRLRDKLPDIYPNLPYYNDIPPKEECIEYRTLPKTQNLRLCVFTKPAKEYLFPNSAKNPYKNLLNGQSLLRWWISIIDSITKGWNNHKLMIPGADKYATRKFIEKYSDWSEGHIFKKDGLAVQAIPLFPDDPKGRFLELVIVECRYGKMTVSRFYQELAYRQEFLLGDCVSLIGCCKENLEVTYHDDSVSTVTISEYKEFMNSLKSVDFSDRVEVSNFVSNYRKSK
# RTF Ca sens act – increases calcium sensitivity of human cardiac regulated thin filaments; IANBD-labeled TnC RTF fluorescence at EC20 calcium; 0% EC20 calcium, 100% full calcium; activation, % at 7.2 µM; 0.24% of 340,000 active; AID 493008;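 active = activation above the mean over all tested compounds plus 3 SD, cut at about 30% in these data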;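 also: rise in fluorescence read as greater calcium sensitivity of cardiac thin filaments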
# SR-BI HDL uptake – blocks mouse SR-BI lipid uptake from DiI-HDL; Q61009; ldlA[mSR-BI] CHO cells, DiI-HDL uptake fluorescence, 3 h; inhibition, % at 12.5 µM; 0.96% of 320,000 active;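 active = mean replicate inhibition of at least 70% and a set share of replicates each scoring 70 or more; inconclusive = meets just one of the two criteria; inactive = fails both criteria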;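 also: 0% = median of neutral control wells and 100% = median of positive control wells; values of inactives mirror those of a sister screen read the other way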
# CDK5 p35 inh – CDK5/p35 (human) kinase inhibition. Q00535+Q15078. Recombinant CDK5/p35, ADP-Glo luminescence, 60 min. inhibition, % at 10 µM. 0.01% of 330,000 active;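 active = highest replicate inhibition of at least 50% and at least 75% of replicates reaching 50%; inconclusive = only one of the two criteria met; inactive = both criteria failed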;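 also: plate controls were DMSO neutral control for no effect and GW8510 at 10 µM for full effect; many of its hits are not listed in these tables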
# Wnt bcat act – Wnt/beta-catenin pathway activation; Wnt/beta-catenin reporter cell assay, activator, plate reader; activation, % at 9.35 µM; 1.2% of 300,000 active; in the data active = activation above about 30%, passing the limit was not always enough; inconclusive = no clear call, values can overlap the other calls;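 also: 0% = neutral control wells and 100% = positive control wells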
# PvdQ acylase – P. aeruginosa PvdQ acylase inhibition | purified PvdQ acylase, fluorescence plate reader | inhibition, % at 10 µM | 0.063% of 340,000 active; in the data active = inhibition above about 30%, passing the limit was not always enough; inconclusive = no clear call, values can overlap the other calls;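 also: 0% = vehicle neutral wells and 100% = reference inhibitor wells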
# MITF act – increases MITF-driven TRPM1 promoter luciferase signal; SK-MEL-5 TRPM1-promoter luciferase, 24 h; % of positive control, neutral wells = 0; activation, % at 12.5 µM; 0.75% of 300,000 active;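 active = mean activation of at least 80% with every replicate also reaching 80%; inconclusive = mean reaches 80% but some replicate falls short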;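 also: 0% = neutral control wells and 100% = parthenolide positive control wells; values of inactives mirror those of a sister screen read the other way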
# HTR5A ag – activates human HTR5A in OPRM1-OPRD1 agonist counter-screen | P47898 | 0.61% of 340,000 active | activation, % at 9.3 µM | HTR5A agonist assay, luminescence, cell-based; in the data active = activation mostly above about 9.5%, no sharp cut-off; inactive = mostly below about 7.6%;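 also: 0% = cells with vehicle only and 100% = reference agonist; strong numbers were not always called active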
# Target sequence (P47898 whole entry, looked up): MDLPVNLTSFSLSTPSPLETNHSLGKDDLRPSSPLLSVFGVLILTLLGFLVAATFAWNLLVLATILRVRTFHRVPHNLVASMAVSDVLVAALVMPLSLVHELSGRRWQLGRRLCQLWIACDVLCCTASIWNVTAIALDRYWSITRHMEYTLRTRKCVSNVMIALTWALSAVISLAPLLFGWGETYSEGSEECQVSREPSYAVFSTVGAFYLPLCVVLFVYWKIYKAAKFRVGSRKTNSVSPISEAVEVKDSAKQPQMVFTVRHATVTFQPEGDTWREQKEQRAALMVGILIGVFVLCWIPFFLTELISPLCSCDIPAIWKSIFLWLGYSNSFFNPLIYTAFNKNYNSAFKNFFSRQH
# dFosB act – enhances mouse delta FosB homodimer DNA binding; AID 493131; activation, % at 25 µM; P13346; 0.99% of 340,000 active; purified delta FosB, TAMRA-CDK5 oligo fluorescence polarization; percent of positive-control signal above neutral wells;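 active = mean activation above about 17%, with every replicate also reaching it, limit read from the data, passing the limit was not always enough; inconclusive = only one of the two conditions met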;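 also: fluorescence polarization rise as delta FosB binds a TAMRA Cdk5 AP-1 oligo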
# Target sequence (P13346 whole entry, looked up): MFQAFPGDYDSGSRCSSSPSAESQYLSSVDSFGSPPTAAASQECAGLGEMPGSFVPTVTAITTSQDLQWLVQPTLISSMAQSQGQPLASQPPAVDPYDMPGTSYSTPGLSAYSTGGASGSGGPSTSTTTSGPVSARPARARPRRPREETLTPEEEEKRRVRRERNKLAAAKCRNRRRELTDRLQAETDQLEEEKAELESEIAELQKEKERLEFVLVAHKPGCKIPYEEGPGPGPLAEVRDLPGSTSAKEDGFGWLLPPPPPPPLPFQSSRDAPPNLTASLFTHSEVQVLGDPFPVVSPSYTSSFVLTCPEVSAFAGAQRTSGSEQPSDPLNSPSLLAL
# SR-BI uptake up – SR-BI HDL lipid transfer activation; activation, % at 12.5 µM; CHO ldlA[mSR-BI] cells, DiI-HDL uptake fluorescence, 3 h; 100 = double the neutral-control signal; 0.096% of 320,000 active;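 active = mean replicate activation of at least 60% and every replicate at or above 60%; inconclusive = mean or all-replicate condition met, but not both; inactive = mean below 60% and not all replicates reaching 60%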;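 also: 0% = median plate neutral-control signal and 100% = twice that signal; values of inactives mirror those of a sister screen read the other way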
#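 Assay system: LDL receptor-deficient CHO ldlA cells overexpressing murine SR-BI / Medium: BSA-supplemented, HEPES-buffered Ham's F12, pH 7.4 / Probe or stimulus: DiI-labelled HDL at 10 µg/mL final / Timing: compound with DiI-HDL co-incubation, 3 h at 37 °C / Technique: bottom-read cell fluorescence after medium removal, ex 550/em 595 nm / Measure: HDL uptake via cellular fluorescence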
# * hit, by the source's call; ? = inconclusive; . = not tested or not shown.
SMILES,Rtt109 Vps75,RTF Ca sens act,SR-BI HDL uptake,CDK5 p35 inh,Wnt bcat act,PvdQ acylase,MITF act,HTR5A ag,dFosB act,SR-BI uptake up
CC12CCC(=O)N1C(C(=O)Nc1nc(-c3ccccc3)cs1)CS2 (stereo not drawn),-3,-5,21,-0.3,6,-4,19,6,-1,-21
Cn1c(N)c(C(=O)COC(=O)CCC2CCCCC2)c(=O)n(C)c1=O,8,0,2,-0.4,-2,9,3,-2,-6,-2
O=C(CN1C(=O)C2CCCN2c2ncc(Cl)cc21)NCc1ccc2c(c1)OCO2 (stereo not drawn),-25,4,37,2.2,0,-1,2,5,10,-37
CC/C(=N\NC(=O)CNC(=O)/C=C/c1ccc(OC)cc1)c1ccccc1,-10,0,-1,-0.4,-2,-4,3,-1,1,1
Cc1onc(-c2ccccc2)c1C(=O)N/N=C/c1ccc([N+](=O)[O-])s1,-1,-3,1,0.0,.,4,-67,-2,-10,-1
CC(C)c1cc(C(=O)N2CCCC(CCC(=O)N3CCN(c4ccccn4)CC3)C2)no1 (stereo not drawn),39,-2,.,9.3,-1,7,-11,3,4,.
COc1ccc(Nc2nc3c(C)cccc3cc2C#N)c(OC)c1,2,1,18,-1.0,.,-8,9,0,-3,-18
COc1ccc(OC)c(CNc2ncc(-c3cccc([N+](=O)[O-])c3)n2C)c1,-13,2,.,-3.5,0,-6,5,-4,-11,.
Fc1ccc(-n2cc(CNCCc3cccnc3)c(-c3ccccc3Cl)n2)cc1,3,4,-15,-0.1,0,-1,3,-4,-2,15
CCOC(=O)N1CCN(C(=O)Nc2ccc3nc(-c4ccccn4)c(-c4ccccn4)nc3c2)CC1,-156,1,4,-0.4,.,-18,-4,-1,-1,-4
C=CCOc1ccc(/C=C2\SC(=Nc3cccnc3)NC2=O)cc1,2,20,19,-3.4,26,-14,.,0,-13,-19
Cn1cc([N+](=O)[O-])c(C(=O)Nc2ccc(Br)cn2)n1,-10,-5,-11,0.3,.,-11,6,3,10,11
CCCCc1ccccc1NC(=S)NC1CCCC1,-10,-2,22,2.4,-3,-7,-12,3,-7,-22
O=C(Nc1cccc(Cl)c1)Nc1sccc1-c1nc2ccccc2s1,-6,.,106*,2.1,1,-10,.,.,3,-106
O=C(Nc1cccc2ccccc12)N1CCCN(c2c(Cl)cncc2Cl)CC1,15,2,39,-3.3,0,1,.,0,-13,-39
Cc1nn(C)c(C)c1S(=O)(=O)N(CC(=O)N1CCc2ccccc21)c1ccc(C(C)C)cc1,-16,-6,-7,0.2,-3,4,-11,-4,13,7
O=S(=O)(c1ccccc1)N1CCC(O)(CSc2ccccc2)CC1,0,8,3,-1.2,-2,8,-6,-4,0,-3
O=C(CSc1nnc(CNC(=O)c2ccccc2F)o1)c1ccccc1,2,-9,8,-1.9,3,2,.,4,-3,-8
O=C(Cn1cnc2ccccc21)N/N=C/C(Br)=C/c1ccccc1,-5,2,-7,-8.1,37*,-11,-5,.,3,7
Cc1cc2ncn(C(=O)c3ccc4c(c3)OCO4)c2cc1C,-7,-2,2,1.3,-2,8,11,-2,5,-2
COC(=O)c1cc(C(=O)OCC(=O)NCc2ccc3c(c2)OCO3)cc([N+](=O)[O-])c1,-2,-6,-8,-0.4,0,6,2,4,-2,8
CC1CC(C)CN(c2nc3c(c(=O)n(C)c(=O)n3C)n2CCSc2nc3ccccc3o2)C1 (stereo not drawn),-2,-5,-17,0.0,1,-7,-5,-4,1,17
CCCC(=O)N1CCC(O)(c2cccc(F)c2)CC1,-20,-1,.,1.0,-1,-10,2,-1,-1,.
COc1nccc(C(F)(F)F)c1C(=O)NC(=O)Nc1ccccc1,8,1,1,0.4,0,-19,-4,1,-2,-1
O=C(CN1C(=O)NC2(CCCCCC2)C1=O)Nc1ccc2c(c1)CCC2,3,1,-4,-2.2,-16,-16,29,-2,-8,4
CN(C)S(=O)(=O)N1CCc2ccccc2C1,-6,-1,5,0.5,.,-11,-14,3,-2,-5
CC(C)N(C(=O)Cn1cc(SCC(N)=O)c2ccccc21)C(C)C,2,1,-10,2.0,-2,-1,1,0,-12,10
Cc1nn(C)c(C)c1NC(=O)CN1CCC(O)(c2ccc3c(c2)OCO3)CC1,.,-3,-6,2.2,.,-6,10,2,5,6
CCOC(=O)CSc1nc2cc(C(=O)NCC3CCCO3)ccc2c(=O)n1Cc1ccco1 (stereo not drawn),11,2,21,0.4,-6,-8,7,-4,-8,-21
Cc1ccc(N(C)S(=O)(=O)c2cccc(C(=O)NNC(=O)c3ccncc3)c2)cc1,14,1,18,2.1,-4,10,-1,6,-1,-18
O=S(=O)(Nc1ccc(F)cc1)c1ccc(NS(=O)(=O)c2cccs2)cc1,8,-10,-15,0.5,-2,1,-7,6,-1,15
O=C(O)c1cc(-c2cccc([N+](=O)[O-])c2)n[nH]1,9,-2,1,1.4,-1,21,-4,3,3,-1
COc1ccc(C(=O)Nc2ccc3nc(C)c(C)nc3c2)cc1,-22,2,23,-2.5,8,-15,36,0,-33,-23
Cc1nc(/C(N)=N/OC(=O)Cc2ccccc2)no1,-4,2,-26,0.7,-1,-10,5,-5,-3,26
Cc1ccc([N+](=O)[O-])cc1NC(=O)/C=C/C(=O)O,-3,5,-3,-0.2,0,-10,3,6,-4,3
C/C(=N\NC(=O)CC1N=C(Cc2ccccc2)NNC1=O)c1ccc(Cl)cc1Cl (stereo not drawn),9,5,2,-1.4,.,-7,0,0,-3,-2

# In the list so far, these contain bromine:
SMILES,Rtt109 Vps75,RTF Ca sens act,SR-BI HDL uptake,CDK5 p35 inh,Wnt bcat act,PvdQ acylase,MITF act,HTR5A ag,dFosB act,SR-BI uptake up
Cn1cc([N+](=O)[O-])c(C(=O)Nc2ccc(Br)cn2)n1,-10,-5,-11,0.3,.,-11,6,3,10,11
O=C(Cn1cnc2ccccc21)N/N=C/C(Br)=C/c1ccccc1,-5,2,-7,-8.1,37*,-11,-5,.,3,7

# Following part:
SMILES,Rtt109 Vps75,RTF Ca sens act,SR-BI HDL uptake,CDK5 p35 inh,Wnt bcat act,PvdQ acylase,MITF act,HTR5A ag,dFosB act,SR-BI uptake up
Cc1nc([N+](=O)[O-])c(Sc2nc3ccccc3[nH]2)n1Cc1ccccc1,-2,1,-6,2.7,.,-16,-46,-6,-1,6
Cc1cc2cc(CN(CCN(C)C)C(=S)NCc3ccco3)c(=O)[nH]c2cc1C,13,2,-4,1.1,0,1,2,-1,4,4
N#CCCN(C(=O)COC(=O)CCC(=O)c1ccc(F)cc1)c1ccccc1,-12,-5,-3,-1.0,0,-5,-2,3,-4,3
CCOc1ccccc1N(C)C(=O)Cn1ncc2c([nH]c3ccccc32)c1=O,0,-1,9,-0.4,-3,-16,13,-2,-7,-9
COc1ccccc1NC(=O)C(C)n1cnc2c(oc3nc4c(cc32)CCCC4)c1=O (stereo not drawn),13,3,15,1.7,-1,6,9,6,-8,-15
COc1ccc(-c2[nH]ncc2Oc2ccccc2OC)c(O)c1,-3,5,15,-1.2,.,-17,-3,-1,-12,-15
O=C(CCn1c(=O)[nH]c2ccccc2c1=O)N1CC=C(c2ccccc2)CC1,-1,1,-13,-2.3,-2,-1,-8,-3,1,13
C=CCc1cc(Cl)ccc1OCCNCCCOC,-4,9,-26,0.9,-6,-10,4,7,-1,26
CSCCC(NC(=O)c1ccco1)C(=O)OCC(=O)N(Cc1ccccc1)C(C)(C)C (stereo not drawn),-5,-4,-10,-0.5,0,-13,4,-2,-8,10
COc1ccc(CNC(=O)CCSCc2ccccc2C)cc1,15,5,-32,0.2,-1,-12,-15,-1,-12,32
Cc1cccc(S(=O)(=O)N2CN(CC3CCCO3)c3nc4ccccc4nc32)c1 (stereo not drawn),11,4,-10,-0.4,9,-3,3,-1,-13,10
Cc1cccc(/C=N/n2c(-c3ccncc3)n[nH]c2=S)c1,-5,26,-1,1.2,.,-1,5,-1,-4,1
Nc1ccc(S(=O)(=O)N2CCCC2C(=O)O)cc1 (stereo not drawn),-1,2,.,-1.3,0,-11,4,-4,-8,.
CC1CCCC(NC(=S)NC(=O)c2ccccc2Br)C1C (stereo not drawn),-5,-5,.,0.3,.,-8,6,-1,-5,.
O=C(COC(=O)Cn1ccc(=O)[nH]c1=O)Nc1ccc(F)cc1,-2,0,-8,-2.7,-7,-8,6,1,-3,8
Cc1ccc(S(=O)(=O)c2nc(-c3ccccc3)oc2NCc2cccnc2)cc1,23,6,-12,-0.6,.,-16,1,-2,-14,12
CCOC(=O)c1c(-c2ccc3ccccc3c2)csc1NC(=O)CCCC(=O)O,17,-8,-9,-1.8,1,-5,-11,-4,-14,9
CCn1c(COc2ccc(=O)n(-c3ccccc3)n2)nnc1SCC(=O)OC,7,-1,7,0.0,-1,4,8,-1,-1,-7
CSc1nc(NC(C)(C)C)nc(Oc2ccc(=O)n(C)n2)n1,8,-6,-11,-3.4,-4,-6,3,6,-3,11
Cn1c(NCCCO)nc2c(c1=O)C1(CCCCC1)Cc1ccccc1-2,11,-2,29,-1.5,-1,-8,9,0,-4,-29
CCOC(=O)N1CCN(C(=O)C(NC(=O)c2ccco2)C(C)C)CC1 (stereo not drawn),-5,0,25,0.7,0,-7,-6,-2,5,-25
O=C(Cn1cnc2c(NCc3ccccc3)ncnc21)NCc1ccc2c(c1)OCO2,-9,-4,22,-0.3,-1,2,-7,.,3,-22
O=C1C=C(c2ccccc2)C(O)(c2ccccc2)C1 (stereo not drawn),-2,-1,-12,-3.1,0,-8,-5,-5,-5,12
O=C(c1ccc(Cl)cc1)c1ccc(OCC(O)CN2CCOCC2)cc1 (stereo not drawn),-2,-3,-2,-0.3,.,-4,-9,7,-7,2
Cc1ccc(C2C(C#N)=C(N)Oc3c2c(=O)n(C)c(=O)n3C)cc1 (stereo not drawn),-2,-7,-13,-1.0,.,8,-2,-1,-1,13
Cc1ccc(C(C(=O)NC2CCCC2)N2CCCC(C)C2)cc1 (stereo not drawn),-13,1,-9,-0.5,-1,-6,9,3,-1,9
Cc1csc2c(N3CCN(C(=S)Nc4ccc(F)cc4F)CC3)ncnc12,7,10,-7,-6.4,0,-13,0,9,-7,7
C=CCn1c(SCC(=O)Nc2c(C)cccc2C)nnc1-c1cnccn1,6,-2,11,-0.2,.,3,.,4,-2,-11
O=C(CCc1nnc(CCCc2ccccc2)o1)NC(C1CC1)C1CC1,17,-3,6,-0.4,29,0,73,-1,-4,-6
CCOC(=O)c1cc(NC(=O)NC2CCCCC2)c(C)nc1C,-3,-2,.,1.3,-2,-10,-5,-3,-14,.
Cc1ccc2nc(-c3ccc(NC(=O)CN4C(=O)c5ccccc5C4=O)cc3)sc2c1,-5,-1,53,-2.8,?,-16,70,3,0,-53
O=C(Cn1cnc2c(nnn2Cc2ccc(Cl)cc2)c1=O)N1CCCc2ccccc21,-7,-6,39,0.5,-1,-2,-9,1,-4,-39

# Bioassay records deposited in PubChem by several laboratories.
